Assay outcomes (PubChem)
AMA1 RON2 block: qHTS for Inhibitors of AMA1-RON; Towards Development of Antimalarial Drug Lead: Primary Screen; hit rate 0.2% among 360,000; AlphaScreen AMA1-biotinylated RON2 peptide binding; Plasmodium falciparum AMA1 (3D7) - RON2 peptide interaction; Potency, µM (titrated, usually from 58.2 µM), for the others: at the highest dose activity change, negative = inhibition, most hits filed as inhibitors;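 further: potency means the concentration at half of the fitted maximal effect; 0% = vehicle wells and -100% = peptide control; nearly all actives have a fitted effect of over 45% in size; some results filed as inactive show a strong effect at the top dose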
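AMA1 (3D7) with his tag at 25 nM final met compounds first, then biotinylated RON2 peptide at 25 nM; detection used donor plus acceptor beads, 10 µg/mL apiece, read by AlphaScreen after 30 min at room temperature.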
HCMV inh: qHTS Assay for inhibitors of the human cytomegalovirus (HCMV) | activity change, negative = inhibition, % at 57.5 µM | AID 1259415, 2018 | HFF cells, HCMV-luciferase reporter, 72 h; hits give low values | hit rate 4.5% among 410,000; in the data active means activity change below about -60%; inconclusive means no clear call, values can overlap the other calls; inactive means above about -39%
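Compounds were evaluated in HFFs infected with an HCMV luciferase reporter virus (MOI 1 PFU/cell). Luciferase in lysates collected 72 h post infection served as the replication measure.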
Sm TGR block: qHTS Assay for the Inhibitors of Schistosoma Mansoni Peroxiredoxins; hit rate 3% among 360,000; AID 485364, 2010; purified TGR, DTNB reduction, TNB absorbance 405 nm; Potency, µM (top dose mostly 114 µM), for inactives: at the highest dose activity change, negative = inhibition, hits mostly inhibitors; Schistosoma mansoni thioredoxin glutathione reductase (TGR), Q962Y6; further: potency means the concentration at half of the fitted maximal effect; nearly all actives have a fitted effect of over 60% in size
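First, TGR (20 nM dispensed) and NADPH were mixed with compound. Second, a 15 min room-temperature incubation followed. Third, further NADPH and then DTNB were added to start the reaction. Finally, TNB absorbance was monitored kinetically.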
Giardia FBPA inh: qHTS Assay for Inhibitors of Fructose-1,6-bisphosphate Aldolase from Giardia Lamblia; AID 2451, 2010; purified Giardia FBPA; A8B2U2; hit rate 0.71% among 290,000; Potency, µM (top dose mostly 59.6 µM), for the others: at the top dose activity, negative = inhibition, most hits filed as inhibitors; further: potency means the concentration at half of the fitted maximal effect; nearly all actives have a fitted effect of over 55% in size
Target sequence (A8B2U2 whole entry, looked up): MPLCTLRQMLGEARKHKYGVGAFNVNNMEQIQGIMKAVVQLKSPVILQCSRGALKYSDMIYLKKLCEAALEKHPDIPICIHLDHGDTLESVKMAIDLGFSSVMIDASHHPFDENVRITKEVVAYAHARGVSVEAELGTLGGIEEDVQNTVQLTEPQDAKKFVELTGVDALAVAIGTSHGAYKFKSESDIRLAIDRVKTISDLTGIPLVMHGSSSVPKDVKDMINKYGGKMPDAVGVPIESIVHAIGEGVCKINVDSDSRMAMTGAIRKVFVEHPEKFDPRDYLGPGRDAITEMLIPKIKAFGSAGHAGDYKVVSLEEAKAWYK
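Giardia FBPA (40 nM reagent) was preincubated 10 min at RT with compound (up to 57.5 uM final), then substrate plus GAPDH/TPI/NAD/arsenate coupling system with diaphorase/resazurin was added; resorufin fluorescence (525/598 nm) was read after 20 min.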
HCV inhibitor: qHTS Assay for Inhibitors of Hepatitis C Virus (HCV) | Huh7.5.1 HCVcc-Cre infection, luciferase reporter, 44 h | Potency, µM (top dose mostly 41.8 µM), for the others: top-dose activity change, negative = inhibition, usual class: inhibitors | hit rate 3.4% among 340,000 | AID 651820, 2012; further: potency means the concentration at half of the fitted maximal effect
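Whole-lifecycle infectious HCVcc-Cre system; cells 1,000/well, compound then virus (~0.5 moi) added 4 h after plating, 44 h culture. Luciferase read 15 sec following 15 min substrate incubation, room temp.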
AmpC detergent: qHTS Inhibitors of AmpC Beta-Lactamase (assay with detergent); Potency, µM (series often up to 114 µM), without a hit: at the top dose activity change, negative = inhibition, actives largely listed as inhibitors; AmpC hydrolysis of nitrocefin, absorbance 480 nm, 0.01% Triton; hit rate 0.041% among 370,000;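 further: potency means the concentration at half of the fitted maximal effect; 0% = no-compound wells and -100% = no-enzyme wells; nearly all actives have a fitted effect of over 25% in size; some results filed as inactive show a strong effect at the top dose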
Target sequence (P00811 whole entry, looked up): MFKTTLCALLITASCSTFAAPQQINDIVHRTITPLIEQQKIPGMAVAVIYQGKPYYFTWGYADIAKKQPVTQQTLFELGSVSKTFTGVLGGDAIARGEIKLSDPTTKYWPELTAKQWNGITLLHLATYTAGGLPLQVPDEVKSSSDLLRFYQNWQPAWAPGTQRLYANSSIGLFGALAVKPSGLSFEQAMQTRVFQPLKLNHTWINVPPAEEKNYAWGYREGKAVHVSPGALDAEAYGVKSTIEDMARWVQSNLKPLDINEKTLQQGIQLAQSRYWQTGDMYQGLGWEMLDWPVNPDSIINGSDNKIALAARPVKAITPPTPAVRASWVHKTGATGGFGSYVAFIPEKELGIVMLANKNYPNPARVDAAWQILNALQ
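AmpC (5.3 nM in the dispensed reagent) in 20 mM phosphate pH 7.0 with 0.01% (detergent screen) or 0.0001% Triton X-100 was preincubated with compounds for 15 min at room temperature. Nitrocefin was then added from an 800 uM solution, and hydrolysis was followed at 480 nm.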
Numbers without * were called inactive; ? = inconclusive; / = no result given; & = joins results of further samples; [ ] = remark or other dose. Unless noted, the call rests on the fitted dose curve; in most records, active means well fitted curve in the direction sought with a large enough effect; inconclusive means small, poorly fitted or top-dose-only effect, or another doubt; inactive means no such curve, though single readings can be large; an effect the other way counts as inactive or inconclusive. Unless noted, on the % scale 0 is the no-effect control and ±100 the full control effect.

SMILES | AMA1 RON2 block | HCMV inh | Sm TGR block | Giardia FBPA inh | HCV inhibitor | AmpC detergent
N=c1c2c(-c3ccccc3)c(-c3ccccc3)n(Cc3ccccc3)c2ncn1CCO | 1% | ? | -10% | 7% | ? | 2%
CCOC(=O)N1CCC(N2Cc3cccc(C(=O)N4CCN(C5CCCCC5)CC4)c3C2=O)CC1 | -5% | ? | -4% | 0% | 13% | ?
COc1ccc(Cl)cc1NC(=S)Nc1ccccc1F | 37%[activator] | 0 | / | -9% | -16% | 2%
CCCSc1nc2c(c(=O)[nH]c(=O)n2C)n1CC(O)COc1ccccc1 (configuration not stated) | 1% | -20 | 0% | 1% | -24% | 12%
CS(=O)(=O)n1nc(-c2ccco2)nc1N | -19% | 8 | / | 1% | 16% | 4%
O=S(=O)(c1ccccc1)n1ccc2cccnc21 | -5% | 12 | 8% | -11% | -25% | ?
C#Cc1cccc(-n2nnc(C(=O)OC)c2-c2ccccc2)c1 | -1% | -102* | -9% | 0% | 3% | -11%
COc1ccc(-c2nc(-c3ccncc3)no2)cc1OC | -9% | 68 | 91%[activator][11.4 µM] | 1% | -21% | -8%
Cc1cc(Nc2ccccc2)nc(N2CCOCC2)n1 | 12% | 57 | -1% | 6% | 10µM* | 1%
COc1cccc(CN(C)C(=O)c2ccc(NC(=O)CC3SC(N4CCCC4)=NC3=O)cc2)c1OC (configuration not stated) | -12% | -13 | 0% | / | 5% | ?
CCc1cc2c3c(c1)C(C)CC(C)(C)N3C(=O)C2=O (configuration not stated) | -9% | ? | 3% | 1% | -24% | -15%
O=C(O)C1CCCCC1C(=O)Nc1ccccc1F (configuration not stated) | -10% | 11 | -2% | 1% | 5% | 5%
CC(=O)c1ccc(S(=O)(=O)N2CCC(c3nnc(SCCN4CCCC4)n3C)CC2)cc1 | -4% | -16 | 17% | -12% | -10% | 4%
O=C(Nc1ccccc1C(=O)NCCCN1CCOCC1)c1cccc([N+](=O)[O-])c1 | -22% | 15 | 3% | / | 5% | -1%
CC(=O)NC1C(c2nc3ccccc3s2)=C(c2ccccc2)C(=O)N1c1ccc(C)cc1 (configuration not stated) | -22% | 1 | 2% | -5% | -15% | 0%
COc1ccc(/C(C)=N/NC(=O)CNC(=O)c2ccncc2)c(OC)c1 | 1% | ? | -8% | 1% | 17% | -14%
COc1ccc(C)cc1S(=O)(=O)NCCN1CCOCC1 | -4% | 35 | ? | 8% | 34%[activator] | 2%
S=C(Nc1ccccc1)N1CCCCCCC1 | 18% | -5 | -6% | -7% | 2% | -2%
S=C(NCCc1ccc(Cl)cc1)NCc1ccco1 | -9% | ? | ? | -19% | 2% | -5%
COc1ccc(CN2CCN(C(=O)c3cccc(OC)c3OC)CC2)cc1OC | 9% | -22 | 1% | 20µM* | 10% | -7%
CCOC(=O)c1ccc2c(c1)nc(C1CCN(S(=O)(=O)c3cccs3)CC1)n2CC | 0% | ? | -2% | -1% | 6.3µM* | ?
Cc1cc(F)ccc1S(=O)(=O)N1CCCOC1CNC(=O)C(=O)NCc1ccncc1 (configuration not stated) | 0% | 33 | -1% | / | 17% | 5%
O=C(Nc1ccc(N2CCCCC2)cc1)c1ccccc1 | -8% | 40 | 4% | 2% | ? | 0%
CCOc1ccc(C(=S)N2CCCC2)cc1 | -3% | 19 | -36% | -2% | -2% | ?

Rewritten with values under each structure: part of the list above
Every second line gives: AMA1 RON2 block | HCMV inh | Sm TGR block | Giardia FBPA inh | HCV inhibitor | AmpC detergent
CCc1cc2c3c(c1)C(C)CC(C)(C)N3C(=O)C2=O (configuration not stated)
  -9% | ? | 3% | 1% | -24% | -15%
O=C(O)C1CCCCC1C(=O)Nc1ccccc1F (configuration not stated)
  -10% | 11 | -2% | 1% | 5% | 5%
CC(=O)c1ccc(S(=O)(=O)N2CCC(c3nnc(SCCN4CCCC4)n3C)CC2)cc1
  -4% | -16 | 17% | -12% | -10% | 4%
O=C(Nc1ccccc1C(=O)NCCCN1CCOCC1)c1cccc([N+](=O)[O-])c1
  -22% | 15 | 3% | / | 5% | -1%
CC(=O)NC1C(c2nc3ccccc3s2)=C(c2ccccc2)C(=O)N1c1ccc(C)cc1 (configuration not stated)
  -22% | 1 | 2% | -5% | -15% | 0%
COc1ccc(/C(C)=N/NC(=O)CNC(=O)c2ccncc2)c(OC)c1
  1% | ? | -8% | 1% | 17% | -14%
COc1ccc(C)cc1S(=O)(=O)NCCN1CCOCC1
  -4% | 35 | ? | 8% | 34%[activator] | 2%
S=C(Nc1ccccc1)N1CCCCCCC1
  18% | -5 | -6% | -7% | 2% | -2%
S=C(NCCc1ccc(Cl)cc1)NCc1ccco1
  -9% | ? | ? | -19% | 2% | -5%
COc1ccc(CN2CCN(C(=O)c3cccc(OC)c3OC)CC2)cc1OC
  9% | -22 | 1% | 20µM* | 10% | -7%
CCOC(=O)c1ccc2c(c1)nc(C1CCN(S(=O)(=O)c3cccs3)CC1)n2CC
  0% | ? | -2% | -1% | 6.3µM* | ?
Cc1cc(F)ccc1S(=O)(=O)N1CCCOC1CNC(=O)C(=O)NCc1ccncc1 (configuration not stated)
  0% | 33 | -1% | / | 17% | 5%
O=C(Nc1ccc(N2CCCCC2)cc1)c1ccccc1
  -8% | 40 | 4% | 2% | ? | 0%
CCOc1ccc(C(=S)N2CCCC2)cc1
  -3% | 19 | -36% | -2% | -2% | ?

The listing continues:
SMILES | AMA1 RON2 block | HCMV inh | Sm TGR block | Giardia FBPA inh | HCV inhibitor | AmpC detergent
Cc1ccc2c(CC(=O)Nc3ccc(S(=O)(=O)N4CCCCC4C)cc3)coc2c1 (configuration not stated) | / | 0 | 0% | / | / | -4%
CCN(CC)C(=O)Cn1c(=O)n(CC(=O)N2CCCCC2)c(=O)c2sccc21 | 5% | ? | -2% | / | 26% | -1%
COc1cc(-c2nnc(SCC(=O)Nc3cccc(C#N)c3)o2)cc(OC)c1OC | / | -25 | -15% | / | / | 5%
Cc1ccc(C(=O)c2cc([N+](=O)[O-])ccc2N2CCOCC2)c(C)c1 | -18% | ? | 11% | / | 12% | -4%
C=CCC1CCCCC12NC(=O)NC2=O (configuration not stated) | 6% | 24 | -26% | -1% | 16% | -13%
Cc1csc(=O)n1CC(=O)OCC(=O)c1c(N)n(CC(C)C)c(=O)n(C)c1=O | 5% | ? | -11% | / | -21% | ?
Cc1ccc(S(=O)(=O)NC(C(=O)Oc2ccc3ccc(=O)oc3c2)c2ccccc2)cc1 (configuration not stated) | 0% | -23 | ? | -7% | 55%[activator] | -3%
COc1ccc(-c2ncncc2-c2ccccc2)c(O)c1 | -14% | ? | 0% | -2% | -6% | 1%
CSCCC(NC(=O)c1ccccc1Br)C(=O)NNC(=O)c1csc(N2CCOCC2)n1 (configuration not stated) | 77%[activator] | -3 | -18% | / | -3% | -18%
Cc1sc2c(=O)n3c(nc2c1C(=O)NCCCN1CCOCC1)CCCCC3 | -1% | -39 | ? | 1% | -11% | -9%
O=C(C1=C(O)C(=O)N(CCN2CCOCC2)C1c1ccc(F)cc1)c1cc2ccccc2o1 (configuration not stated) | -4% | ? | 28µM* | / | 0% | 5%
COc1ccc(CCCc2nnc(SCC(=O)Nc3ccc(C)cc3)o2)cc1C | / | -7 | 10% | / | / | 1%
O=C1NC(=O)/C(=C/c2ccco2)N1 | / | 3 | -21% | / | / | 8%
CC(C)(C)NC(=O)C(c1ccccc1)N(C(=O)c1csnn1)C1CC1 (configuration not stated) | -13% | -28 | -5% | 3% | 16% | ?
O=C(CCc1ccccc1)NC1CCCc2ccccc21 (configuration not stated) | -2% | 11 | 11% | 3% | -7% | -5%
Cc1ccnc(NC(c2ccsc2)c2ccc3ccc(C)nc3c2O)c1 (configuration not stated) | 31%[activator] | 31 | / | -5% | -29% | -5%
O=C1c2ccccc2C(=O)N1CCCCN(C(=O)c1ccco1)c1ccc(Cl)cc1 | -11% | -17 | 0% | -10% | -24% | -15%
OCCC1CN(Cc2ccc3nsnc3c2)CCN1C1CCCC1 (configuration not stated) | -5% | -14 | 3% | 2% | -16% | 5%
CC(C)CC(=O)Nc1c2c(nn1-c1ccc(F)cc1)CS(=O)(=O)C2 | -6% | 39 | 12% | 1% | 12% | -8%
O=C(N[C@@H](Cc1ccc(Br)cc1)C(=O)O)OCC1c2ccccc2-c2ccccc21 | -3% | -7 | 2% | 15% | 28% | ?
COc1ccc(S(=O)(=O)N2CCN(C(=O)c3cc(C4CC4)nn3-c3ccccc3)CC2)cc1OC | -26% | -35 | / | / | ? | /
N/C(=N\OC(=O)COc1ccc(Br)cc1)c1ccncc1 | -10% | -21 | 4% | 7% | 6% | 2%
O=C1CCCN1CCCNc1ccc2nnc(CCC(=O)N3CCN(c4ccc(F)cc4)CC3)n2n1 | -5% | -32 | -20% | 4% | 9% | 4%
CCOC(=O)CCCCCC(=O)Nc1ccc2c(c1)CC(=O)N([C@H](C)CO)C[C@@H](C)[C@H](CN(C)Cc1ccc3c(c1)OCO3)O2 | -7% | 18 | / | / | 16% | /
CCN(CC)S(=O)(=O)c1cccc(NC(=O)CCNC(=O)c2ccccc2Cl)c1 | -1% | -13 | 1% | 6% | -8% | -9%
O=C1NC(=O)C(c2ccccc2)(c2ccccn2)N1 (configuration not stated) | 18% | -19 | / | / | 13% | /
CN(C)N1C(N)=C(C#N)C(c2cccc([N+](=O)[O-])c2)C2=C1CC(C)(C)CC2=O (configuration not stated) | 5% | 55 | -10% | -6% | 37%[activator] | 4%
c1ccc(Oc2ccc(-c3ccnc4ncnn34)cc2)cc1 | 4% | -34 | / | 1% | 4% | -9%
CCOc1c(Cl)cc(CNC(C)C(O)c2ccccc2)cc1OC (configuration not stated) | -6% | ? | -12% | 4% | -18% | -5%
CCCOc1ccc(N2C(=O)CC(N(Cc3ccc(S(N)(=O)=O)cc3)C(=O)CC)C2=O)cc1 (configuration not stated) | -1% | -17 | ? | 0% | -26%&0% | -1%
Cc1c(NC(=O)c2ccc(Br)o2)c(=O)n(-c2ccccc2)n1C | 14% | -22 | -4% | 8% | 14% | -6%

Already shown: two of the compounds above.
SMILES | AMA1 RON2 block | HCMV inh | Sm TGR block | Giardia FBPA inh | HCV inhibitor | AmpC detergent
CCN(CC)S(=O)(=O)c1cccc(NC(=O)CCNC(=O)c2ccccc2Cl)c1 | -1% | -13 | 1% | 6% | -8% | -9%
O=C1NC(=O)C(c2ccccc2)(c2ccccn2)N1 (configuration not stated) | 18% | -19 | / | / | 13% | /

Quoted from the listing.
Cc1c(NC(=O)c2ccc(Br)o2)c(=O)n(-c2ccccc2)n1C in Sm TGR block is listed with -4%
c1ccc(Oc2ccc(-c3ccnc4ncnn34)cc2)cc1 in AmpC detergent is listed with -9%
